Screening results as filed in PubChem BioAssay.
PGC1a acetyl inh – PGC1a acetylation modulation, inhibitor mode. U2OS PGC1a acetylation, AlphaScreen anti-acetyl-lysine; with virally co-expressed GCN5 acetyltransferase. inhibition, % at 15.6 µM. hit rate 0.17% among 350,000. AID 651687;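 active = every replicate shows inhibition of at least 40%; inconclusive = mean inhibition at least 40% but some replicate below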;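 also: 0% = neutral control wells and 100% = positive control wells; some results beyond the cut were filed as inactive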
ERAP1 inh – inhibitors of human ERAP1 aminopeptidase. Q9NZ08. recombinant ERAP1, Leu-AMC fluorescence, 60 min. inhibition, % at 10.7 µM. hit rate 0.15% among 340,000. AID 652197;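 active = mean replicate inhibition of at least 30%, or all replicates individually reaching that 30% level; inactive = mean below 30% and not every replicate reaching it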;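 also: 0% = neutral control wells and 100% = L-leucinethiol positive control wells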
Target sequence (Q9NZ08 whole entry, looked up): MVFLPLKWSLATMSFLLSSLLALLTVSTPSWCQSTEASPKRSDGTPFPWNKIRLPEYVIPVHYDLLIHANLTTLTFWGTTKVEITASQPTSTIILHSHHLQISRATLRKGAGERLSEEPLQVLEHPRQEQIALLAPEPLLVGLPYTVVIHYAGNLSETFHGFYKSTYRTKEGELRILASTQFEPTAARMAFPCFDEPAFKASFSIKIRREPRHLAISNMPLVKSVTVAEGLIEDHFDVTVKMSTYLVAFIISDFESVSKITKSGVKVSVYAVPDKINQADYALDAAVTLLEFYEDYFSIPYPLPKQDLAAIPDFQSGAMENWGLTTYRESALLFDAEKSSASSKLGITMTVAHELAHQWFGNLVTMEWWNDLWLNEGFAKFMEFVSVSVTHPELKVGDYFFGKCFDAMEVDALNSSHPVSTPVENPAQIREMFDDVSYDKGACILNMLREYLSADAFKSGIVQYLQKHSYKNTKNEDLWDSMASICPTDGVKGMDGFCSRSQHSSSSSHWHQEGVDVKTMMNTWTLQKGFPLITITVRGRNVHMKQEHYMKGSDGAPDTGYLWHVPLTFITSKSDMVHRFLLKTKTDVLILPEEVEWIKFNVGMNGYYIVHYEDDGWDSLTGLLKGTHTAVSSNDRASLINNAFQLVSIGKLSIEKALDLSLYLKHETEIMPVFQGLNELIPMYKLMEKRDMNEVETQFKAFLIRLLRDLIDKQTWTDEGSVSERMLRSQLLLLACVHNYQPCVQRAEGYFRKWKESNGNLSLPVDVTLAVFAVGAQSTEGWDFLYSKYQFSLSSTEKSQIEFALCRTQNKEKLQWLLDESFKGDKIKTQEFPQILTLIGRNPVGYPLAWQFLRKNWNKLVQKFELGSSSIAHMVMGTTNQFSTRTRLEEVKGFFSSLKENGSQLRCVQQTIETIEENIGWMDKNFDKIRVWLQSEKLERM
PglD DTNB – blocks C. jejuni PglD acetyltransferase activity; purified PglD enzyme, DTNB colorimetric CoA detection; inhibition, % at 12.5 µM; hit rate 0.098% among 360,000; in the data active = inhibition above about 16%, passing the limit was not always enough; inconclusive = no clear call, values can overlap the other calls; also: strong numbers were not always called active
FN deposition inh – fibronectin deposition inhibition; AH1F fibroblasts, Alexa488-fibronectin deposition fluorescence, overnight; inhibition, % at 12.6 µM; hit rate 0.086% among 350,000;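 active = mean inhibition across replicates of 30% or more, regardless of how many single replicates reach that level; inconclusive = mean under 30% yet at least half of replicates reach 30%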;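 also: positive control wells lacked labelled fibronectin entirely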
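Test system: AH1F fibroblast monolayer depositing Alexa488-labelled fibronectin into matrix. Input: 10000 cells per well. Technique: fluorescence, ex 485 nm, em 525 nm. Buffer or medium: DMEM plus 2% serum, read in PBS. Timing: 1 h cell adhesion before compound, then overnight fibronectin incubation. Compound: single dose, pinned. Read-out basis: inhibition from reduced deposited-fibronectin fluorescence.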
EWS-Fli inh – blocks EWS/Fli oncoprotein-driven transcription. A673 NR0B1-luciferase reporter, viability-normalised. inhibition, % at 12.6 µM. AID 651661. hit rate 0.67% among 350,000;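 active = mean inhibition of at least 50% after viability correction, with every replicate also passing that limit; inconclusive = mean reaches 50% but only one of two replicates passes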;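 also: firefly luciferase signal divided by Alamar Blue viability fluorescence both relative to DMSO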
PAX8 inh HTS – PAX8 transcriptional activity inhibition; RMG-I TPO-luciferase reporter, SteadyGlo, 24 h; inhibition, % at 12.6 µM; hit rate 1.2% among 360,000;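 active = mean replicate inhibition at least 60% with every replicate also reaching 60%; inconclusive = only one of the two criteria is met; inactive = mean below 60% and not all replicates reaching 60%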;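 also: luciferase light reporting Pax8 driven TPO promoter activity; plate controls were median of neutral control wells for no effect and mitoxantrone controls for full effect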
LGR2 antag – inhibitors of bursicon-induced Drosophila LGR2 receptor cAMP signaling; HEK293 LGR2, CRE-luciferase, bursicon-stimulated, 4 h; inhibition, % at 9.99 µM; hit rate 0.35% among 380,000; AID 720647;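 active = drop in luminescence signal, shown as inhibition above about 50% in the replicate tests, limit read from the data, passing the limit was not always enough; inconclusive = probably only some replicates passing the limit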;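 also: agonist challenge used bursicon conditioned medium at about half maximal strength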
S100A4 MyoIIA – S100A4-myosin IIA interaction inhibition; hit rate 0.14% among 360,000; AID 652163; P26447; inhibition, % at 10.7 µM; S100A4/TAMRA-MyoIIA peptide fluorescence polarization;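 active = mean inhibition of at least 70% across replicates, with every replicate also reaching that level; inconclusive = mean inhibition reaches 70% but some replicates fall short; inactive = mean inhibition below 70%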
Target sequence (P26447 whole entry, looked up): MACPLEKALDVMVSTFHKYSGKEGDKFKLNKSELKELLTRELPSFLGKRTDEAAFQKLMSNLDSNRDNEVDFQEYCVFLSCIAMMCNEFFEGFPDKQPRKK
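Test system: S100A4 monomer protein. Medium: HEPES buffer with Ca2+, pH 7.2. Reagent: fluorescent myosin IIA peptide, 5 nM. Compound dosing: single-point compound testing. Timing: 5 min between mix addition and reading. Benchmarks: DMSO neutral and TFP positive wells.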
* marks the source's active call; other numbers are inactive results; ? = inconclusive; . = no result given; & = joins results of further samples.

Preview:
SMILES	PGC1a acetyl inh	ERAP1 inh	PglD DTNB	FN deposition inh	EWS-Fli inh	PAX8 inh HTS	LGR2 antag	S100A4 MyoIIA
COC(=O)CSc1nc2ccccc2c(=O)n1Cc1ccccc1	-5	-1	-2	9	6	3	12	-1
C[C@]12CCC(=O)N1CCc1c2[nH]c2ccccc12	-8&13	-1&-2	-1&-2	.	15&6	-7&10	.	15&8
COc1ccccc1CNC(=O)C[C@H]1C[C@H]2c3cc(NC(=O)Cc4ccncc4)ccc3O[C@H]2[C@H](CO)O1	-5	0	-1	.	-3	13	-6	-8
Cc1ccccc1C(=O)OC(C)C(=O)NCc1ccc2c(c1)OCO2 (stereo not given)	-5	-5	.	3	-1	4	7	1
C[C@@H]1CN([C@H](C)CO)C(=O)c2cccc(NC(=O)NC3CCCCC3)c2O[C@@H]1CN(C)C(=O)Nc1ccc(C(F)(F)F)cc1	-6&11	-2	-4&2	1	-7	15	.	-1
C[C@@H]1CN([C@@H](C)CO)C(=O)c2cc(C#CC(C)(C)O)cnc2O[C@H]1CN(C)Cc1ccccn1	13	-2	1	.	-8	-7	17	-9
O=C(NCc1cccs1)c1cc(-c2ccc(O)cc2)on1	-2	-2	.	-5	-86	-72	-35	4
Cc1ccc(S(=O)(=O)N2CCOCC2)cc1NC(=O)CSCc1c(C)noc1C	3	5	5	1	2	2	-2	-3
Cc1nn(-c2ccc(Cl)cc2)c2[nH]c(CCl)cc(=O)c12	-4	-1	9	3	.	10	-1	-7
NC(=O)[C@@H]1CCOc2c(F)cc([N+](=O)[O-])cc2C(=O)N[C@@H](CO)C(=O)NCC(=O)N1	.	7	-3	0	2	-19	2	7
CS(=O)(=O)Nc1ccc2c(c1)[C@H]1C[C@@H](CC(=O)NCc3ccccn3)O[C@@H](CO)[C@H]1O2	7	-1	-1	.	1	-9	6	1
CC(C)CC(=O)N(Cc1ccc(F)cc1)C1CCS(=O)(=O)C1 (stereo not given)	.	-4	-4	-20	4	4	16	-3

The listing, from the first entry:
SMILES	PGC1a acetyl inh	ERAP1 inh	PglD DTNB	FN deposition inh	EWS-Fli inh	PAX8 inh HTS	LGR2 antag	S100A4 MyoIIA
COC(=O)CSc1nc2ccccc2c(=O)n1Cc1ccccc1	-5	-1	-2	9	6	3	12	-1
C[C@]12CCC(=O)N1CCc1c2[nH]c2ccccc12	-8&13	-1&-2	-1&-2	.	15&6	-7&10	.	15&8
COc1ccccc1CNC(=O)C[C@H]1C[C@H]2c3cc(NC(=O)Cc4ccncc4)ccc3O[C@H]2[C@H](CO)O1	-5	0	-1	.	-3	13	-6	-8
Cc1ccccc1C(=O)OC(C)C(=O)NCc1ccc2c(c1)OCO2 (stereo not given)	-5	-5	.	3	-1	4	7	1
C[C@@H]1CN([C@H](C)CO)C(=O)c2cccc(NC(=O)NC3CCCCC3)c2O[C@@H]1CN(C)C(=O)Nc1ccc(C(F)(F)F)cc1	-6&11	-2	-4&2	1	-7	15	.	-1
C[C@@H]1CN([C@@H](C)CO)C(=O)c2cc(C#CC(C)(C)O)cnc2O[C@H]1CN(C)Cc1ccccn1	13	-2	1	.	-8	-7	17	-9
O=C(NCc1cccs1)c1cc(-c2ccc(O)cc2)on1	-2	-2	.	-5	-86	-72	-35	4
Cc1ccc(S(=O)(=O)N2CCOCC2)cc1NC(=O)CSCc1c(C)noc1C	3	5	5	1	2	2	-2	-3
Cc1nn(-c2ccc(Cl)cc2)c2[nH]c(CCl)cc(=O)c12	-4	-1	9	3	.	10	-1	-7
NC(=O)[C@@H]1CCOc2c(F)cc([N+](=O)[O-])cc2C(=O)N[C@@H](CO)C(=O)NCC(=O)N1	.	7	-3	0	2	-19	2	7
CS(=O)(=O)Nc1ccc2c(c1)[C@H]1C[C@@H](CC(=O)NCc3ccccn3)O[C@@H](CO)[C@H]1O2	7	-1	-1	.	1	-9	6	1
CC(C)CC(=O)N(Cc1ccc(F)cc1)C1CCS(=O)(=O)C1 (stereo not given)	.	-4	-4	-20	4	4	16	-3
CCN(CC)CCCNc1cc(C)nc2cc(-c3cccs3)nn12	-5	1	.	-4	-15	1	-11	-5
O=C1c2ccccc2NC(c2cc(Cl)cc(Cl)c2O)N1Cc1cccnc1 (stereo not given)	-1	-1	-3	-6	4	35	-14	-1
COc1ccc(N(C(=O)c2ccc(Br)o2)C2C=CS(=O)(=O)C2)cc1 (stereo not given)	5	5	-3	.	8	.	5	-9
CC1CCN(C(=O)CCNS(=O)(=O)c2ccc(Cl)cc2)CC1	.	-1	0	3	9	8	14	-4
CCOc1ccc(C/C(N)=N/n2cnnc2)cc1	22	-3	-2	.	13	.	2	4
CCn1c(SCC(=O)c2cc(C)n(-c3ccc(C(=O)OC)cc3)c2C)nnc1-c1cccnc1	3	.	0	1	.	2	.	.
CO[C@@H](CN(C)C(=O)c1ccccc1F)[C@H](C)CN([C@@H](C)CO)S(=O)(=O)c1ccc(C)cc1	3	0	1	-7	-6	.	-6	0
COc1ccc(NC(=O)N[C@H]2CC[C@H](CCNS(=O)(=O)c3cccc(Cl)c3)O[C@H]2CO)cc1	-1	3	2	-7	8	0	-4	?
O=C(Nc1ccccc1Cl)Nc1ccnn1C1CCN(C(=O)C2CCOC2)CC1 (stereo not given)	-9	-2	-2	4	6	-30	13	3
CO[C@@H]1CN(C)C(=O)c2cc(NC(C)=O)ccc2OC[C@@H](C)N(C(=O)c2ccccc2)C[C@@H]1C	.	0	3	3	1	4	3	4
O=C(CCc1ccccc1F)N1CCN(c2ccccc2)CC1	3	1	-1	-1	2	-8	-17	-5
Cc1[nH]c2ccccc2c1C(=O)CSc1nc2ncc(Cl)cc2[nH]1	-10	1	1	-3	8	5	-6	5
CCOC(=O)C1=C(CS(=O)(=O)c2ccc(F)c(C)c2)NC(=O)NC1c1ccc(O)c(O)c1 (stereo not given)	3	2	-1	2	-8	3	31	-13
CC1(C(=O)Nc2cnc3ccccc3c2)CCN1Cc1ccc(OC(F)(F)F)cc1 (stereo not given)	.	-1	2	.	7	3	6	-3
Cc1ccc(NC(=O)CSCC(=O)Nc2ccc(S(=O)(=O)N3CCOCC3)cc2)cc1	.	0	-1	.	-3	-2	2	-1
COc1ccc(NC(=O)Nc2ccc3c(c2)OC[C@@H](C)NC[C@@H](C)[C@@H](OC)CN(C)C3=O)cc1	.	0	0	7	4	-6	-12	-2
CCOc1ccc(C(=O)OCC(=O)NC(C)C)cc1	-1	0	.	15	-10	-19	6	6
CC1CCN(S(=O)(=O)N2CCC(C(=O)NC3CCCC3)CC2)CC1	.	-5	.	14	4	4	-31	-3
C[C@@H]1CN([C@H](C)CO)C(=O)c2cc(Br)cnc2O[C@H]1CN(C)C(=O)c1ccccc1F	-36	0	0	4	0	.	1	-1
CC(=O)Nc1ccc2nc(NS(=O)(=O)c3ccc(C)cc3)sc2c1	-5	3	.	-30	-7	-37	2	3
C[C@@H]1CCCCO[C@H](CN(C)S(=O)(=O)c2ccc(Cl)cc2)[C@@H](C)CN([C@H](C)CO)C(=O)c2cc(NC(=O)C3CCCCC3)ccc2O1	-16	1	4	5	3	-30	3	-21
CCCNC(=O)N1C[C@@H]2[C@H](c3ccccc31)[C@H](CO)N2Cc1ccc(OC)cc1	1	0	3	.	7	-8	4	-1
CCOC(=O)C(C)Sc1ccc2nnc(CCNS(=O)(=O)c3ccccc3)n2n1 (stereo not given)	3	-2	.	.	3	7	10	-5
COc1ccc2cnn(-c3ccc(OC(F)(F)Cl)cc3)c(=O)c2c1OC	3	1	-4	11	-52	4	-26	-3
O=C(c1ccc(OC2CCN(Cc3ccccn3)CC2)cc1)N1CCCCCC1	3	-7	6	-2	-6	-2	0	-3
C[C@H]1CCC[C@]2(O[C@H](CCO)C[C@@H](O)[C@@H]2O)O1	.	.	2	-14	-6	4	2	0
N#Cc1ccc(OCC(O)CN2CCN(CC(O)COc3ccc(C#N)cc3)CC2)cc1 (stereo not given)	.	6	-4	1	3	0	-4	3
C[C@H](O)C#Cc1cnc2c(c1)C(=O)N([C@H](C)CO)C[C@@H](C)[C@@H](CN(C)Cc1cccc(F)c1)O2	10	-2	-3	-11	-10	.	-3	1
CCOC(=O)CNC(=O)/C(=C\c1ccc(F)cc1)NC(=O)c1ccccc1	-5	2	.	0	-3	9	-4	-2
Cc1cccc(NC(=O)N2CCC(C(=O)c3ccc(F)cc3)CC2)c1	.	2	0	4	-6	-12	-6	12
CCOCCCNC(=O)/C(C#N)=C/c1ccc(C(=O)OC)cc1	-4	4	-5	-6	0	-1	2	5
O=C(O)c1ccc(CSCc2ccccc2Cl)o1	2	-2	3	-3	-6	-17	-28	-41
Cc1cc([N+](=O)[O-])nn1CC(=O)Nc1cnc2ccccc2c1	.	0	.	6	7	8	-21	-11
CCOC(=O)C1(CCOc2ccccc2)CCN(C(=O)c2ccc(-n3cccn3)cc2)CC1	-8	12	.	3	18	20	-11	4
COCC(=O)N1CC2(CCN(C(C)=O)CC2)c2c([nH]c3cc(OC)ccc23)[C@@H]1CO	3	-2	.	.	-6	.	-23	11
CCOC(=O)C[n+]1c(C)csc1C	-4	-3	-2	-2	8	9	15	1
O=C(NC1CCCCC1)c1cc(-c2ccccc2O)on1	11	0	-2	-4	-110	-171	-100	7
CO[C@@H]1CN(C)C(=O)c2cc(NS(C)(=O)=O)ccc2OC[C@H](C)N(Cc2cccnc2)C[C@H]1C	8	.	.	7	-12	.	-23	.
Cc1noc(C)c1NC(=O)Nc1cccc2c1O[C@H](CN(C)Cc1ccc(C(F)(F)F)cc1)[C@@H](C)CN([C@H](C)CO)C2=O	-43	0	1	.	4	11	10	6
Cc1cc(NC(=O)CSCC(=O)Nc2ccc(Cl)c(C(F)(F)F)c2)no1	.	5	4	-6	-5	.	2	-2
O=C(CCNC(=O)c1ccccc1Cl)NN=Cc1ccco1	-11	0	-5	15	8	-11	-7	3
Cc1ccc(NC(=O)CO/N=C(\N)c2ccccc2)cc1C	6	0	-2	14	2	-7	30	1
C[C@H](CO)N1C[C@H](C)[C@@H](CN(C)C(=O)Nc2ccccc2)Oc2ccc(NS(=O)(=O)c3ccc(F)cc3)cc2C1=O	8	-2&-2	-1&-5	-4&-9	-7&0	3	3&-8	-5&-8
CC(=O)Nc1ccc(N2C(=O)c3ccc(C(=O)Nc4nnc(SCc5ccc(F)cc5)s4)cc3C2=O)cc1	4	.	.	-3	.	7	22	.
CN1CCN(c2ccc(NC(=O)COc3cccc4ccccc34)cc2)CC1	9	2	-4	2	-13	5	-10	-1
COC(=O)[C@@]12C[C@@H](CC(=O)NCCCCc3ccccc3)C(=O)N(Cc3ccco3)C1=CCC(C)(C)C2	.	-2	.	3	-2	14	16	-7
COc1ccc(N2CCN(C(=O)CCNC(=O)c3ccc(C(C)(C)C)cc3)CC2)cc1	.	-1	.	-2	4	-5	.	-3
Cc1cccc(NC(NC(=O)c2ccccc2[N+](=O)[O-])C(Cl)(Cl)Cl)c1 (stereo not given)	-5	.	1	2	.	11	11	.
